Screening results from PubChem.
MITF inh – blocks human microphthalmia-associated transcription factor; AlphaScreen MITF homodimerization, bead proximity signal; inhibition, % at 2.6 µM; 650,000 compounds, 0.91% hits; in the data active means inhibition above about 50%;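 further: 0% = vehicle wells with protein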
Target sequence (O75030 whole entry, looked up): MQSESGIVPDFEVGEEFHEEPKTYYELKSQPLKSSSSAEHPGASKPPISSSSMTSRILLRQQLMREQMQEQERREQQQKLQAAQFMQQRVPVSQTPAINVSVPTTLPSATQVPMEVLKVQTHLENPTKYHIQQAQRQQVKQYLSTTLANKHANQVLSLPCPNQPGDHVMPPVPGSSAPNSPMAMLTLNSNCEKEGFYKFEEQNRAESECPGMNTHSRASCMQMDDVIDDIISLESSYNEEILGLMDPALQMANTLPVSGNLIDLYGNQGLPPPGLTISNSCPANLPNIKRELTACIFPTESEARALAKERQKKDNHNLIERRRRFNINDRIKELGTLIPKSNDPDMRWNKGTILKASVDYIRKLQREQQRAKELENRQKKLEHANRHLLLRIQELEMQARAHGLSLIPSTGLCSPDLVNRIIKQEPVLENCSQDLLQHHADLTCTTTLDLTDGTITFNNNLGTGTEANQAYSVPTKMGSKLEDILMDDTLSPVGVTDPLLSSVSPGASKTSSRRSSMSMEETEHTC
GPR151 activ – human GPR151 activation | Q8TDV0 | PathHunter beta-arrestin GPR151 cells, luminescence | activation, % at 11.2 µM | 650,000 compounds, 1% hits | AID 1508602; in the data active means activation above about 4.9%;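 further: 0% = median of compound wells and 100% = cells with positive control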
Target sequence (Q8TDV0 whole entry, looked up): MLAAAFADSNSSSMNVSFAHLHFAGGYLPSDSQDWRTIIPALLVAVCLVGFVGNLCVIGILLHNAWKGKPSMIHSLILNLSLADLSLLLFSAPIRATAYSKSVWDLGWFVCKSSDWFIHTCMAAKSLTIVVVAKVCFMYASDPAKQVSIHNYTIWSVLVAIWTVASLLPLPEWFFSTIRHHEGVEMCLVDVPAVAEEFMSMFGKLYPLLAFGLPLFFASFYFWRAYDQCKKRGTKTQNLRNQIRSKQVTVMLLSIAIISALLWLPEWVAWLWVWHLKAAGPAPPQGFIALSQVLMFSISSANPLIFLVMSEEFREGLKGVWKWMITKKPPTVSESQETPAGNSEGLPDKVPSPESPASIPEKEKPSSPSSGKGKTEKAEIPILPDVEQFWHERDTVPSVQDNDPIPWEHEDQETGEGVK
TEAD-YAP inh – TEAD-YAP interaction inhibition; HEK-TIYL cells, TEAD-Gal4/YAP UAS-luciferase luminescence; 640,000 compounds, 1.4% hits; inhibition, % at 9.12 µM; in the data active means inhibition above about 32%;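 further: 0% = median of test compound wells and 100% = reference inhibitor wells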
FBW7 activator – human FBW7 E3 ligase activation, primary screen; 650,000 compounds, 0.13% hits; Q969H0; AlphaScreen FBW7–phospho-cyclin E peptide binding, activator screen; normalized activity (activation), % at 26.1 µM; in the data active means normalized activity above about 1.9%;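 further: purified mutant Fbw7 with reduced substrate affinity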
* = called active by the depositor; . = not tested or not shown; & = joins results of further samples.

SMILES	MITF inh	GPR151 activ	TEAD-YAP inh	FBW7 activator
CC(C)(C)c1ccc(S(=O)(=O)N2CCCCC2C(=O)O)cc1 (centres undefined)	4	0.2	-8	-0.1
O=C(COC(=O)c1ccc([N+](=O)[O-])cc1[N+](=O)[O-])c1cccs1	-4	-1.2	16	-0.2
COc1ccc(OC)c(C(C)NC(=O)c2cccc(C)c2)c1 (centres undefined)	-6	-0.6	5	-0.2
Cn1cc(C(=O)Nc2c(F)cc(F)cc2Br)c2ccccc2c1=O	-3	-2.2	5	-0.1
CCCCCc1c(O)nc(SCCN(CC)CC)n(C(=O)c2ccccc2)c1=O	-3	1.1	-10	0.0
O=C(Cc1ccccc1)Nc1nnc(-c2ccc(F)cc2Cl)s1	3	-0.9	3	-0.1
C=CCc1cc(/C=C2\C(=O)NC(=O)N(Cc3ccccc3)C2=O)cc(OC)c1O	14	-0.9	9	-0.6
O=C1CC(Sc2nc(-c3cccs3)cc(C(F)(F)F)n2)C2COC1O2 (centres undefined)	-5	-0.2	5	0.2
C#CCOc1ccc(/C=N/NC(=O)CC#N)cc1OC	37	-1.6	-12	0.1
COc1ccc2c(c1)CC(C(=O)Nc1ccc(-c3cn[nH]c3)cc1OCCc1ccccn1)CO2 (centres undefined)	1	-0.3	-4	0.1
O=C(C(c1ccccc1)c1ccccc1)N1CCN(c2ccccn2)CC1	5	-0.3	13	0.6
COc1ccc2c(c1)NC1(CCN(Cc3ccc(OC)c(O)c3)CC1)c1cccn1-2	8	-0.4	-10	-0.3
C=CCOc1ccc(/C=C2/SC(N3CCCC3)=NC2=O)cc1	3	-2.5	0	-0.1
CC(=O)C12c3ccccc3C(c3ccccc31)C1C(=O)N(c3ccc([N+](=O)[O-])cc3)C(=O)C12 (centres undefined)	-1	-0.2	-4	-0.2
COc1cc(C#CC(C)(C)O)c(OC)cc1C#CC(C)(C)O	-4	0.0	2	-0.1
CC(C)n1c2ccccc2c2nnc(SCC(=O)N3CCCc4ccccc43)nc21	20	2.8	10	0.1
COc1ccc(CN2CCN(Cc3ccc(OCCO)cc3)CC2CCO)c(C)c1C (centres undefined)	0	0.4	0	-0.2
COc1ccc([N+](=O)[O-])cc1N(CC(=O)NC1CC2CCC1C2)S(C)(=O)=O (centres undefined)	-10	1.4	5	-0.1
COc1ccc(CNC(C)C)c2ccccc12	22	0.9	-4	-0.4
CC(C)N(CCNc1ccnc(Nc2nccc3ccccc23)n1)C(C)C	6	-1.2	-1	-0.3
Cc1cccc(Nc2nc(C(=O)NCCC3=CCCCC3)cs2)n1	9	-0.2	4	-0.2
C=CCN1C(=O)C2C3c4ccccc4C(C)(c4ccccc43)C2C1=O (centres undefined)	-1	0.0	0	0.0
Cc1sc(NC(=O)c2ccccc2Cl)c(C#N)c1C	0	3.1	-45	2.6*
CCNC(CC(=O)Nc1ccc(Cl)cc1Cl)C(=O)O (centres undefined)	-5	0.5	8	0.1
O=C(NNC(=S)Nc1ccc(Cl)cc1Cl)C1CC1	1	0.0	-4	0.1
Remaining list, next part:
SMILES	MITF inh	GPR151 activ	TEAD-YAP inh	FBW7 activator
CCCN1C(=O)/C(=c2\sc3n(c2=O)C(c2ccc(Cl)cc2)C(C(=O)OCC)=C(C)N=3)c2ccccc21 (centres undefined)	23	-0.1	1	0.7
COCCn1c(-c2ccc(OC)cc2)cnc1SCC(=O)Nc1ccc(C)cc1	-9	-0.1	30	-0.4
CCOc1ccccc1CNCc1c(C(=O)O)n(Cc2cccc(F)c2)c2ccccc12	0	0.5	5	0.0
Cc1ccc(NC(=O)C(c2ccc(Cl)cc2)N2CCOCC2)cc1 (centres undefined)	1	0.9	-2	-0.1
CCN(C(=O)c1ccc(OC)cc1)C1CCCCC1	-5	0.6	-6	0.1
CCc1ccc(NCn2nc(C)cc2C)cc1	-2	0.6	-1	-0.1
COC(=O)Cn1c(=O)n(-c2ccc(F)cc2)c(=O)c2oc3ccccc3c21	-7	0.1	3	0.0
CCN(CC)c1nc(N)nc(Nc2ccc(-n3ccnc3)cc2)n1	4	0.9	-3	0.0
CCOc1ccccc1NC(=O)CC1SC(=Nc2ccccc2)NC1=O (centres undefined)	-13	-1.3	-8	0.1
CCN(Cc1ccccc1)Cc1nnnn1Cc1ccccc1	11	1.3	0	0.2
Cc1cc(Cl)c(S(=O)(=O)Nc2cc(Cl)ccc2Cl)cc1OCC(N)=O	7	2.0	4	0.0
CCOC(=O)Cn1nnnc1CN(Cc1cc2ccc(C)cc2[nH]c1=O)C1CCCCC1	-1	-1.9	-15	-0.1
Cc1[nH][nH]c(=O)c1C(c1ccccc1C(F)(F)F)c1c(C)[nH][nH]c1=O	-1	1.9	8	-0.4
CCOC(=O)Cn1c[n+](N)cn1	-9	-0.4	-6	-0.1
CC(=O)N/C(=C\c1ccccc1)C(=O)Nc1ccc(O)cc1	9	0.5	-19	-0.2
COc1ccc(-c2nc(NCc3cccnc3)nc(OC)n2)cn1	10	3.4	-7	0.0
COc1ccc(C(=O)N2N=C(CCC(C)C)CC2(O)C(F)(F)F)cc1 (centres undefined)	7	-1.3	12	0.2
C1CCN(c2nc3nonc3nc2NC2CCOC2)CC1 (centres undefined)	-5	1.0	-25	0.0
CC1=C(C(=O)OC2CCCCC2)C(c2ccc(C)o2)C2=C(CC(C)(C)CC2=O)N1 (centres undefined)	4	-0.2	2	-0.2
O=C(Nc1c2c(nn1-c1cccc(Cl)c1)CSC2)C1CCCCC1	0	0.8	10	0.1
CC(C)C(=O)Oc1ccc2c(c1)oc(=O)c1ccccc12	-13	0.5	2	0.1
O=C(Nc1cccc(-c2nc3ccccc3s2)c1)c1ccc(S(=O)(=O)N2CCCCC2)cc1	-1	0.2	-7	-0.2
COc1ccc(C2/C(=C(\O)c3ccc(Br)cc3)C(=O)C(=O)N2c2cccc(C(F)(F)F)c2)cc1OC (centres undefined)	3	0.0	-5	0.0
COc1ccc(-c2cn3c(C)c(C(=O)Nc4ccc5c(c4)OCO5)sc3n2)cc1	3	1.8	-1	0.0
CCOC(=O)N1CCN(c2ccc(C(=O)c3ccc(C)c(C)c3)cc2F)CC1	12	0.4	5	0.2

14 of these compounds, reformatted:
| mol | MITF inh | GPR151 activ | TEAD-YAP inh | FBW7 activator |
| --- | --- | --- | --- | --- |
| CCN(C(=O)c1ccc(OC)cc1)C1CCCCC1 | -5 | 0.6 | -6 | 0.1 |
| CCc1ccc(NCn2nc(C)cc2C)cc1 | -2 | 0.6 | -1 | -0.1 |
| COC(=O)Cn1c(=O)n(-c2ccc(F)cc2)c(=O)c2oc3ccccc3c21 | -7 | 0.1 | 3 | 0.0 |
| CCN(CC)c1nc(N)nc(Nc2ccc(-n3ccnc3)cc2)n1 | 4 | 0.9 | -3 | 0.0 |
| CCOc1ccccc1NC(=O)CC1SC(=Nc2ccccc2)NC1=O (centres undefined) | -13 | -1.3 | -8 | 0.1 |
| CCN(Cc1ccccc1)Cc1nnnn1Cc1ccccc1 | 11 | 1.3 | 0 | 0.2 |
| Cc1cc(Cl)c(S(=O)(=O)Nc2cc(Cl)ccc2Cl)cc1OCC(N)=O | 7 | 2.0 | 4 | 0.0 |
| CCOC(=O)Cn1nnnc1CN(Cc1cc2ccc(C)cc2[nH]c1=O)C1CCCCC1 | -1 | -1.9 | -15 | -0.1 |
| Cc1[nH][nH]c(=O)c1C(c1ccccc1C(F)(F)F)c1c(C)[nH][nH]c1=O | -1 | 1.9 | 8 | -0.4 |
| CCOC(=O)Cn1c[n+](N)cn1 | -9 | -0.4 | -6 | -0.1 |
| CC(=O)N/C(=C\c1ccccc1)C(=O)Nc1ccc(O)cc1 | 9 | 0.5 | -19 | -0.2 |
| COc1ccc(-c2nc(NCc3cccnc3)nc(OC)n2)cn1 | 10 | 3.4 | -7 | 0.0 |
| COc1ccc(C(=O)N2N=C(CCC(C)C)CC2(O)C(F)(F)F)cc1 (centres undefined) | 7 | -1.3 | 12 | 0.2 |
| C1CCN(c2nc3nonc3nc2NC2CCOC2)CC1 (centres undefined) | -5 | 1.0 | -25 | 0.0 |

Following part.
SMILES	MITF inh	GPR151 activ	TEAD-YAP inh	FBW7 activator
CCn1c(=O)c(C(=O)NC(C)c2ccccc2)c(O)c2ccccc21 (centres undefined)	-6	1.7	-10	-0.1
c1ccc2c(c1)nnn2CN1CCN(c2ccc3c(c2)OCO3)CC1	-11	-1.3	10	0.4
CCOc1ccccc1NC(=O)CSc1nnc(-c2cccs2)n1C	0	-0.7	12	0.4
CCOC(=O)c1ccc(N2C(=N)S/C(=C\c3ccc(N4CCOCC4)cc3)C2=O)cc1	0	0.6	5	0.0
Cc1ccc(NC(=O)c2nnn(Cc3ccccc3Cl)c2N)c(C)c1	-11	0.7	-7	-0.1
Nc1cc(=O)[nH]c(SCc2ccccc2)n1	-8	1.5	-2	-0.1
O=C1c2ccc(Br)cc2C(=O)N1C1c2ccccc2Oc2ccccc21	18	2.5	4	0.3
N#CC(Cc1ccc(O)cc1)c1ccc(O)cc1 (centres undefined)	6&-2	-0.1&0.9	.	0.0
COc1ccc(C(=O)Nc2ccc(I)cc2Cl)cc1[N+](=O)[O-]	15	2.7	-15	0.5
CCOC(=O)c1cccc(C(=O)Nc2cccc(NC(=O)c3cccc(C(=O)OCC)n3)n2)n1	-3	-1.0	-2	-0.1
CC(NCc1ccc(N(C)C)cc1)C1CC2CCC1C2 (centres undefined)	-6	-0.5	7	-0.1
CCOC(=O)c1[nH]c(C)c(C(=O)NC(C)c2ccccc2)c1C (centres undefined)	1	0.3	2	-0.2
CN1C(=O)c2cccc(NC(=O)c3ccc(Cl)cc3Cl)c2C1=O	-11	-1.3	7	-0.1
Cc1ccc(NC(=O)CSc2nc3c(c(=O)n2Cc2ccccc2)SCC3)cc1	-3	1.7	-16	0.1
O=C(O)c1cc(-c2ccc(O)c(O)c2)nc2n[nH]c(-c3ccccc3)c12	81*	1.1	-8	-0.2
CCOc1ccc2nc(CN3CCN(CC=C(C)C)C(CCO)C3)ccc2c1 (centres undefined)	4	0.2	5	0.1
O=C1C=CC(=O)N1c1ccc(N=Nc2ccccc2)cc1	23	1.8	-26	-0.2
COc1ccc2c(c1)C(=O)C(OC(=O)NC1CCCC1)[C@H](c1ccc(OC)c(Br)c1)O2 (some centres undefined)	16	-0.3	.	0.0
CC1=C(C(=O)Nc2ccccc2F)C(c2cccnc2)C2=C(CC(c3ccccc3)CC2=O)N1 (centres undefined)	8	-1.2	5	0.0
Cn1c(=S)c2c(c3c(N)ncnc31)CCCC2	4	-0.1	9	0.2
COCCNC(=O)c1sc2ncn(CC(=O)Nc3ccc(C)c(Cl)c3)c(=O)c2c1C	6	0.1	5	0.4
Oc1c(CN2CCC(Cc3ccccc3)CC2)cc(Cl)c2cccnc12	60*	0.3	60*	-0.3
CCS(=O)(=O)N1CCC(C(=O)O)(c2ccccc2)CC1	5	0.7	3	0.0
CCN1CCSc2ccc(C(=O)NCc3ccc(F)cc3)cc21	11	0.2	2	-0.1
Cc1ccc(S(=O)(=O)NC2CCCC2)cc1C	-4	0.8	3	0.1
(list continues)
SMILES	MITF inh	GPR151 activ	TEAD-YAP inh	FBW7 activator
Cc1ccc(-c2nc3cc(Cl)ccc3o2)cc1NC(=O)c1ccc(-c2cccc([N+](=O)[O-])c2)o1	7	0.1	-12	0.2
COc1ccc(CCNC(=O)CCCn2c(=S)[nH]c3ccc(Br)cc3c2=O)cc1OC	2	-0.3	-10	0.0
Cc1cc(C)n2nc(NCc3ccccc3F)nc2n1	6	-0.4	-10	0.1
Cc1nn(Cc2ccc(C#N)cc2)c(=O)c2cc3ccsc3n12	10	0.2	-11	-0.1
COc1ccc(S(=O)(=O)NC(C)c2ccccc2)cc1OC (centres undefined)	-1	0.1	4	-0.2
Cc1ccc(Cl)cc1N1C(=O)/C(=C/c2cccc([N+](=O)[O-])c2)N=C1c1cccc(Cl)c1	-7	0.2	0	0.0
COc1cc(Nc2cc(N3CCN(c4ccc(F)cc4)CC3)c3noc4c3c2C(=O)c2ccccc2-4)cc(OC)c1OC	19	5.6*	3	0.1
COc1ccccc1-n1cnc2cc(C(=O)NCc3ccccn3)ccc21	-4	-0.9	-3	-0.1
CN(C)c1ccc(NC(=O)CSc2nc3ccsc3c(=O)n2Cc2ccco2)cc1	18	0.8	3	0.1
O=C(NCc1cccs1)c1cnc2scc(-c3ccccc3)n2c1=O	49	-1.3	14	-0.3
COc1cc(OC)c(NC(=O)CCCNC(=O)Cn2cnc3sc4c(c3c2=O)CCCC4)cc1Cl	20	-0.3	4	0.5
O=C(CCC1(Cc2ccc3c(c2)OCO3)CCC(=O)N1)NCCc1cccs1 (centres undefined)	7	2.2	8	0.1
CC(C(=O)Nc1ccc(C#N)cc1)N(C)CC(=O)Nc1ccccc1Cl (centres undefined)	2	2.6	7	-0.1
COc1cc(/C=N/NC(=O)c2cc(-c3ccccc3)n[nH]2)ccc1O	-17	1.8	-10	0.1
CCCNc1nc(N2CCc3ccccc3C2)nc2c1ncn2-c1ccsc1	22	-0.4	-26	0.0
CCN(C(=O)CSc1nc2ccsc2c(=O)n1-c1ccc(OC)cc1)c1cccc(C)c1	15	1.9	-4	1.0
Cc1cccn2cc(Cn3ccccc3=O)nc12	12	0.9	4	0.1
CC(N)CNc1ccc([N+](=O)[O-])cc1Cl (centres undefined)	12	-0.7	-8	0.1
COc1cc(C(=O)Nc2ccc(NC(=O)c3cccs3)nc2)cc(OC)c1OC	9	0.8	6	0.0
C=CCNC(=S)Nc1cc(C(=O)OC)cc(C(=O)OC)c1	10	1.5	9	-0.3
Cc1cccc(N2C(=O)CSC2=O)c1	2	-0.2	6	0.1
COc1ccc2c(c1)c(=O)oc1c(C)c(OCC(C)=O)ccc12	-3	-1.6	-58	-0.4
CCCOc1ccc(N2CC(C(=O)Nc3ccc(F)cc3)CC2=O)cc1 (centres undefined)	5	1.6	-5	0.1
Cc1ccc(C(=O)NCCc2ccc(S(N)(=O)=O)cc2)c(C)c1	15	-0.6	5	0.9
Cc1cc([N+](=O)[O-])ccc1NC(=O)CSc1nnc(C)c(C)n1	1	1.8	0	-0.2
